# Source: PubChem
# pPAFAH inh: pPAFAH (human) enzyme inhibition; Q13093; recombinant pPAFAH, FP-rhodamine probe fluorescence polarization; inhibition, % at 3.39 µM; actives 1.5% (n = 330,000); AID 463082;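 active = inhibition above the mean inhibition across the screen plus 3 SD, cut at about 25% in these data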;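 also: inhibitors block binding of the rhodamine activity-based probe so polarization drops; 0% = enzyme with DMSO and 100% = wells lacking pPAFAH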
# PAFAH1B2 inh: blocks human PAF acetylhydrolase 1b catalytic subunit 2; recombinant PAFAH1B2, FP-rhodamine activity probe, fluorescence polarization; P68402; inhibition, % at 3.39 µM; actives 1.2% (n = 340,000); AID 492953;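 active = inhibition above the mean of all tested compounds plus 3 SD, cut at about 24% in these data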;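 also: 0% = enzyme with DMSO and 100% = wells lacking PAFAH1B2; many of its hits are not listed in these tables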
# Target sequence (P68402 whole entry, looked up): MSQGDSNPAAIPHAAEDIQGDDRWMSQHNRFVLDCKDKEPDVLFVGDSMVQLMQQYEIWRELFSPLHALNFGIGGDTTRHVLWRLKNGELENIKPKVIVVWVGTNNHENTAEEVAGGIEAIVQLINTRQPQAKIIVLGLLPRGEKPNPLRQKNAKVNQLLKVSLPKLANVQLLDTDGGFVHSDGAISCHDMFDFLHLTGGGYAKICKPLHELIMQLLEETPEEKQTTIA
# AHR act: activates the human aryl hydrocarbon receptor; P35869; actives 2.5% (n = 320,000); AHR-responsive luciferase reporter cells, luminescence; activation, % at 5 µM; in the data active = activation above about 47%;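 also: 0% = vehicle wells and 100% = reference agonist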
# Target sequence (P35869 whole entry, looked up): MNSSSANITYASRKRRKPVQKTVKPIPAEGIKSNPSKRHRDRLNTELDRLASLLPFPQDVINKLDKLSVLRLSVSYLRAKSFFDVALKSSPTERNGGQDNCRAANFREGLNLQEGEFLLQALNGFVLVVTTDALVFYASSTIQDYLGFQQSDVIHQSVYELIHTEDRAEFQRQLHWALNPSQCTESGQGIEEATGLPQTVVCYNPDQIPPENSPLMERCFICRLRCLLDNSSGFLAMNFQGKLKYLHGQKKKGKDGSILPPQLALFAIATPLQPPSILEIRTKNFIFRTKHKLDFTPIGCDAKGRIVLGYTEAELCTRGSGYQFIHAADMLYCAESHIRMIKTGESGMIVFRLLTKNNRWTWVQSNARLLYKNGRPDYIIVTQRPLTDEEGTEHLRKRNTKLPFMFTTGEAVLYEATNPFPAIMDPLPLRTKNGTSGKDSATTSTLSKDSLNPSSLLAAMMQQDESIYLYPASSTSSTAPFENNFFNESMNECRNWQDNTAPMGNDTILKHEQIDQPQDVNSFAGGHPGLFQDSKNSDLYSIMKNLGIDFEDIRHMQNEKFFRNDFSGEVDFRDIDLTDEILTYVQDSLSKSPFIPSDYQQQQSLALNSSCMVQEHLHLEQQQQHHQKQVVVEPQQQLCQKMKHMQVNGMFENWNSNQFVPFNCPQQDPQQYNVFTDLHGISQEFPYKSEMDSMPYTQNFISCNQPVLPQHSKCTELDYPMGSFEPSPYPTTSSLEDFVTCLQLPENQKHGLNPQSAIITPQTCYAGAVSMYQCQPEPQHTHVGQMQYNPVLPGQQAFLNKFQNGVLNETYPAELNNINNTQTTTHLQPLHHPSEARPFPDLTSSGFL
# Fam108B inh: counter-screen for RBBP9 inhibitors: inhibitors of mouse Fam108B. recombinant Fam108B, FP-Rh probe fluorescence polarization. inhibition, % at 9.51 µM. actives 0.33% (n = 300,000). AID 1947;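 active = inhibition above the screen mean inhibition plus 3 SD, computed separately per campaign, cut at about 18% in these data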;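 also: inhibitors lower polarization as less probe binds the enzyme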
# MEX-5 binding: C. elegans MEX-5 TCR-2 RNA binding activity | Q9XUB2 | actives 0.38% (n = 300,000) | MEX-5/FITC-TCR2 RNA binding, fluorescence polarization; active compounds read low | activity score (negative = inhibition of binding), % at 10 µM;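 active = inhibition past about -25% in most replicates, and total fluorescence under double the plate's negative control median, limit read from the data; inconclusive = replicates evenly split on the limit, or fluorescence at least double controls; inactive = too little inhibition in most replicates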;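 also: 0% = DMSO and -100% = 5 µM competing unlabeled TCR2 RNA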
# GLD-1 RNA inh: GLD-1-TGE RNA interaction inhibition (C. elegans) | purified GLD-1 + fluorescein TGE RNA, fluorescence polarization | inhibition, % at 5.96 µM | actives 0.44% (n = 320,000) | AID 2280;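 active = percent inhibition above a per-plate cutoff, the plate mean of test compounds plus 3 SD, cut at about 30% in these data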;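 also: 0% = DMSO wells with GLD-1 and probe and 100% = wells lacking GLD-1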
# PME-1 primary: PME-1 (human) inhibition. inhibition, % at 5.9 µM. recombinant PME-1, FP-Rh probe fluorescence polarization. Q9Y570. actives 0.53% (n = 320,000);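 active = inhibition above the campaign mean of all compounds plus 3 SD, cut at about 26% in these data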;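 also: competitive labeling of PME-1 active site by serine hydrolase directed probe; 0% = PME-1 with DMSO and 100% = wells lacking PME-1 enzyme; inhibitors block probe labeling so polarization falls and inhibition rises; many of its hits are not listed in these tables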
# MCL1 BIM primary: MCL1-BIM-BH3 interaction inhibition (human). inhibition, % at 10.9 µM. actives 0.68% (n = 320,000). Q07820. GST-MCL1 / FITC-Bim-BH3 fluorescence polarization;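 active = inhibition above the mean inhibition of all tested compounds plus 3 SD, set per campaign, cut at about 40% in these data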;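 also: 0% = DMSO wells and 100% = unlabeled Bim-BH3 peptide control; higher means more loss of mP so more displacement of Bim peptide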
# Bcl-xL primary: Bcl-xL (human) inhibition; Q07817; GST-Bcl-xL / FITC-Bim BH3 peptide fluorescence polarization; inhibition, % at 10.9 µM; actives 0.7% (n = 320,000);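 active = inhibition above the mean of all tested compounds plus 3 SD, cutoff set per campaign, cut at about 30% in these data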;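 also: 0% = DMSO wells and 100% = unlabeled Bim-BH3 peptide competitor; inhibitors lower millipolarization by displacing the labeled peptide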
# The depositor's hits bear a star; ? = inconclusive; / = no result given; + = active, no number. This is a subset. The share of hits here may be higher or lower than overall.
no.	structure	pPAFAH inh	PAFAH1B2 inh	AHR act	Fam108B inh	MEX-5 binding	GLD-1 RNA inh	PME-1 primary	MCL1 BIM primary	Bcl-xL primary
1	Cc1cc(=O)[nH]c(SCC(=O)Nc2cc(S(=O)(=O)N(C)C)ccc2Cl)n1	-9	0	0	0	0.5	9	5	4	-1
2	COc1ccc(C(C(=O)NC2CCCC2)N(Cc2ccco2)C(=O)c2snc(C(N)=O)c2N)cc1OC (stereo unspecified)	0	4	0	-2	-2.3	0	5	-2	1
3	N#Cc1cccc(C(=O)Nc2cccc(S(=O)(=O)N3CCCC3)c2)c1	-7	-1	9	-4	-2.2	0	-6	-7	1
4	CCN1/C(=C/C=C/c2sc3ccccc3[n+]2CC)Sc2ccccc21	-157	-243	3	-310	?	0	-296	+	+
5	COc1ccc(S(=O)(=O)N(C)C)cc1NC(=O)CCCSc1ccccc1	15	1	-1	-4	0.8	3	-3	1	4
6	CC1(c2ccc(OC(F)F)cc2)NC(=O)N(CC(=O)NC2CCCC2)C1=O (stereo unspecified)	3	3	0	/	/	6	1	-13	-2
7	CCOC(=O)c1c(C)[nH]c(C)c1C(=O)COC(=O)Cc1n[nH]c(=O)c2ccccc12	2	1	3	/	/	1	/	/	/
8	COc1ccccc1-c1ccc(=O)n(CC(=O)Nc2ccc(C(=O)N3CCCC3)cc2)n1	5	3	-1	2	1.0	-4	3	-12	1
9	COC(=O)c1ccc(/C=N/NC(=O)CC(=O)NC(C)C)cc1	-2	1	2	-1	-0.2	1	1	-1	-5
10	O=C(OCc1ccc(Cl)cc1)c1ccccc1C(=O)c1ccccc1	-2	8	0	-3	2.5	3	-2	-5	2
11	O=C(Nc1nc2n(n1)C(c1ccc(Cl)cc1)CC(c1ccc(Cl)cc1)N2)c1ccco1 (stereo unspecified)	8	/	2	-1	-1.3	2	-2	1	9
12	COc1ccc(-c2noc(CN(C)S(=O)(=O)c3ccccc3)n2)cc1OC	-2	-4	5	4	-4.3	-1	0	4	4
13	COc1ccccc1NCN1C(=O)CCC1=O	8	-4	0	-1	-1.6	3	2	2	-1
14	O=C(CSc1nc2[nH]ncc2c(=O)[nH]1)Nc1cccc(Cl)c1	-3	3	2	1	-2.5	4	7	-2	-2
15	CSc1ccc(-c2cccc([N+](=O)[O-])c2)nn1	10	-4	-2	-8	-0.3	-2	-2	8	5

# 3 of the entries above in order of the GLD-1 RNA inh value, ascending:
no.	mol	GLD-1 RNA inh
8	COc1ccccc1-c1ccc(=O)n(CC(=O)Nc2ccc(C(=O)N3CCCC3)cc2)n1	-4
11	O=C(Nc1nc2n(n1)C(c1ccc(Cl)cc1)CC(c1ccc(Cl)cc1)N2)c1ccco1 (stereo unspecified)	2
14	O=C(CSc1nc2[nH]ncc2c(=O)[nH]1)Nc1cccc(Cl)c1	4

# (further entries)
no.	structure	pPAFAH inh	PAFAH1B2 inh	AHR act	Fam108B inh	MEX-5 binding	GLD-1 RNA inh	PME-1 primary	MCL1 BIM primary	Bcl-xL primary
16	O=C(O)c1cccc(CSc2nnc(COc3ccccc3)o2)c1	3	11	-9	3	0.2	11	5	1	0
17	CCCCC(=O)NC(=O)NC(c1ccccc1)c1ccccc1	5	5	0	-3	1.8	5	-1	4	5
18	Cc1cc(C)cc(NCc2cc(=O)oc3cc(-c4ccccc4)c(O)cc23)c1	5	-2	50*	-1	0.6	4	0	3	2
19	Cc1nc(NC(=O)/C=C/c2ccccc2)sc1C(=O)Nc1ccccc1	2	-5	7	-1	0.4	5	-5	-8	2
20	COc1ccccc1CNC(=O)COC(=O)c1cccc(S(=O)(=O)N2CCOCC2)c1	3	0	0	0	0.6	7	1	-16	-9
21	Cc1ccc(NCc2nc(SCC(=O)Nc3ccccc3)n[nH]2)cc1	5	7	4	1	1.3	-2	2	6	6
22	CNC[C@H]1Oc2ccc(NC(=O)C3CCCCC3)cc2CC(=O)N([C@H](C)CO)C[C@@H]1C	3	3	-1	/	/	-32	/	/	/
23	O=C(O)CCSc1nc2ccccc2n1CCOc1ccccc1	4	1	0	3	4.0	7	-2	1	0
24	CC(NC(=O)COC(=O)c1cc(NS(=O)(=O)c2ccc(Cl)c([N+](=O)[O-])c2)ccc1O)C1CC2CCC1C2 (stereo unspecified)	28*	22	2	2	1.0	7	21	13	5
25	CCn1c(SCC(=O)O)nc2ccccc21	-10	8	0	-4	1.5	2	6	-2	-2
26	CCN(CC)S(=O)(=O)c1cccc(C(=O)OCC(=O)NC(C)c2ccccc2)c1 (stereo unspecified)	27*	5	-2	0	-1.8	-10	0	-10	2
27	Cc1ccc2[nH]c(=O)c(C(c3nnnn3C(C)(C)C)N3CCN(C(=O)c4ccco4)CC3)cc2c1 (stereo unspecified)	8	1	5	4	/	6	-3	3	7
28	O=C1CCCC2=C1C1(O)C(=O)c3ccccc3C1(O)O2 (stereo unspecified)	-2	6	6	-2	-4.9	10	-10	5	1
29	CCC1Oc2ccc(C)cc2N(CC(=O)N2CCOCC2)C1=O (stereo unspecified)	-4	7	1	8	4.5	8	-7	0	-6
30	O=C(CC12CC3CC(CC(C3)C1)C2)NCCN1CCOCC1	0	9	0	-2	1.5	2	-2	1	5

# By substructure: the entries above containing an NH in an aromatic ring (5)
no.	structure	pPAFAH inh	PAFAH1B2 inh	AHR act	Fam108B inh	MEX-5 binding	GLD-1 RNA inh	PME-1 primary	MCL1 BIM primary	Bcl-xL primary
1	Cc1cc(=O)[nH]c(SCC(=O)Nc2cc(S(=O)(=O)N(C)C)ccc2Cl)n1	-9	0	0	0	0.5	9	5	4	-1
7	CCOC(=O)c1c(C)[nH]c(C)c1C(=O)COC(=O)Cc1n[nH]c(=O)c2ccccc12	2	1	3	/	/	1	/	/	/
14	O=C(CSc1nc2[nH]ncc2c(=O)[nH]1)Nc1cccc(Cl)c1	-3	3	2	1	-2.5	4	7	-2	-2
21	Cc1ccc(NCc2nc(SCC(=O)Nc3ccccc3)n[nH]2)cc1	5	7	4	1	1.3	-2	2	6	6
27	Cc1ccc2[nH]c(=O)c(C(c3nnnn3C(C)(C)C)N3CCN(C(=O)c4ccco4)CC3)cc2c1 (stereo unspecified)	8	1	5	4	/	6	-3	3	7

# Additional compounds.
no.	structure	pPAFAH inh	PAFAH1B2 inh	AHR act	Fam108B inh	MEX-5 binding	GLD-1 RNA inh	PME-1 primary	MCL1 BIM primary	Bcl-xL primary
31	O=C(c1ccccc1F)N1CCN(c2ccc([N+](=O)[O-])c(NCC3CCCO3)c2)CC1 (stereo unspecified)	4	3	9	1	-0.9	0	3	8	7
32	COc1cccc(CN2CCc3[nH]c(=S)[nH]c(=O)c3C2)c1	14	2	0	3	-0.9	4	-8	15	10
33	CCOCCCN1C(=O)CN(C2CCCCC2)C(=O)C1c1ccc(OCC)c(OC)c1 (stereo unspecified)	4	9	2	-2	-0.8	6	-5	-1	6
34	NC(=O)C(CC(=O)O)NC(=O)[C@@H]1CCOc2c(I)cc([N+](=O)[O-])cc2C(=O)N[C@@H](CCC(=O)O)C(=O)N[C@@H](CO)C(=O)N1 (stereo partly specified)	0	/	4	-7	/	5	-3	-1	4
35	CCN(CC)c1ccc([N+](=O)[O-])cc1C(=O)N1CCOCC1	-5	4	1	-2	-1.2	-6	-6	8	2
36	Cc1nc2ccccc2n1CC(=O)OCC(=O)N1CCC(C)CC1	3	5	-2	/	/	9	/	/	/
37	C[C@@H](CN1C2=NC[C@H](C)N2C[C@H]1Cc1ccc(O)cc1)NC(=O)CCC1CCCCC1	-1	2	6	0	-1.2	1	-1	-3	0
38	CCN(CC)C(=S)NCCc1ccccc1	4	6	0	-3	2.0	-5	0	10	-2
39	Cc1ccc(-c2nnc(SCC(C)C)n2C)cc1	-4	4	14	7	3.1	1	-4	-1	-1
40	CC(=O)NC(Cc1ccc(F)cc1)C(=O)NC1CCN(C(=O)NCc2ccccc2)CC1 (stereo unspecified)	5	3	0	3	0.3	0	-6	0	-1
41	COc1cc(C2NC(=S)NC(c3ccccc3)=C2C(C)=O)ccc1O (stereo unspecified)	6	2	0	0	-2.7	4	-1	-4	1
42	COc1ccc(/C=C/C(=O)NCCOc2ccc(C)cc2)cc1	-1	6	-1	-5	-1.5	-2	-1	5	5
43	Cc1ccc(-c2cc(C(=O)NCc3ccco3)c3ccccc3n2)s1	7	-2	0	-3	1.3	0	-10	8	-2
44	CC12CC(NC(=O)N1c1cccc(C(=O)NCc3ccccc3)c1)c1ccccc1O2 (stereo unspecified)	1	/	8	-23	0.4	7	-4	5	9
45	O=C(c1ccco1)N1CCN(C(=O)c2cc3cc([N+](=O)[O-])ccc3oc2=O)CC1	-10	-3	2	1	-2.3	-7	2	6	2
46	CCOc1ccc2oc(C(=O)N3CCCN(C)CC3)c(C)c2c1	2	1	1	/	/	6	/	/	/
47	COc1ccc2c(C)c(CC(=O)N3C[C@H]4C[C@@H](C3)c3cccc(=O)n3C4)c(=O)oc2c1OC	-3	6	1	2	4.5	-1	-1	1	-2
48	Cc1ccc(-n2c(SCC(=O)Nc3ccc4c(c3)OCCO4)nnc2-c2ccco2)cc1	-2	-1	-1	1	0.2	5	-3	-22	-13
49	O=C(NCCN1CCOCC1)C1CC(=O)N(c2ccc(F)cc2)C1 (stereo unspecified)	5	-1	4	2	-0.5	9	2	-5	1
50	COc1ccc(C(=O)NC(=S)NCc2ccccc2)cc1OC	30*	4	13	-2	0.4	2	-1	6	6
51	CCOC(=O)[C@@H]1[C@H]2COc3ccc(Br)cc3[C@@H]2N2C(=O)N(c3ccccc3)C(=O)[C@@]12C	2	2	2	-2	0.8	5	-3	-1	-1
52	CC(=O)NNC(=S)Nc1cc(S(=O)(=O)N(C)C)ccc1C	3	-1	-3	-7	-4.8	1	0	11	8
53	C/C(CC(=O)NC(C)c1ccccc1)=N\NC(N)=S (stereo unspecified)	3	5	0	0	-1.2	0	5	3	4
54	Cc1ccc(NC(=O)CN(C)C(=O)Cc2ccc(Cl)c(Cl)c2)cc1	2	7	5	-1	-1.5	8	-2	4	2
55	COc1cc2c3c(c1OC)C1(C=CC(=NNC(N)=O)C=C1)CC3N(C(C)=O)CC2 (stereo unspecified)	1	2	1	-10	-0.4	2	-8	4	7
56	CCc1nnc(NC(=O)CSc2nnc(C3CCCCC3)n2-c2ccccc2)s1	0	21	1	-2	2.8	-2	0	-4	-7
57	Cc1ccccc1N1CCN(C2CCCN(C(=O)CCn3cnnn3)C2)CC1 (stereo unspecified)	8	-5	1	0	-0.6	3	1	4	6
58	COc1ccc(C(=O)N/C(=C\c2ccccc2)C(=O)N2CCOCC2)cc1	0	0	2	-1	-0.4	3	2	2	3
59	O=C(CCCOC(=O)c1ccc(O)cc1O)c1ccc(F)cc1	2	9	-2	-1	-1.9	4	1	5	4
